H1N1 NS1A inhibition: NS1A inhibition, H1N1 influenza, cell based functional assay (AID 504329) | NS1A functional cell-based assay, percent inhibition; higher % means a stronger effect | inhibition, % at 12.5 µM, or IC50 in µM where a hit was titrated | 340,000 compounds, 0.3% hits; in the data active = a potency from the dose series; inconclusive = inhibition above about 27% without an active follow-up result; note: strong numbers were not always called active
M. tuberculosis: growth inhibition of non-replicating M. tuberculosis (AID 488890); Mycobacterium tuberculosis non-replicating, growth inhibition; higher % means a stronger effect; inhibition, % at 25 µM, or IC50 in µM where a hit was titrated; 320,000 compounds, 0.39% hits; in the data active = a potency from the dose series; inconclusive = inhibition mostly from about 82% at the one dose, without a potency; inactive = the rest, 99 in 100 with inhibition below about 76%;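 note: plate controls were DMSO cells for no effect and high antibiotic wells for full effect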
M. tuberculosis HTS: M. tuberculosis growth inhibition, HTS (AID 449762); M. tuberculosis H37Rv growth inhibition, 7H9 media; higher % means a stronger effect; one-dose inhibition, % at 25 µM; IC50 in µM for titrated hits; 330,000 compounds, 0.59% hits; in the data active = a potency from the dose series; inconclusive = inhibition above about 70% without an active follow-up result;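 note: bacterial growth assessed after seven days of incubation; strong numbers were not always called active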
Salmonella PhoP GFP: Inhibition of PhoP regulon, Salmonella typhi GFP reporter cells, confirmation, 4 h (AID 1850). Salmonella Typhi PhoP-promoter GFP reporter, fluorescence, 4 h; higher % means a stronger effect. one-dose inhibition, % at 50 µM; IC50 in µM for titrated hits. 310,000 compounds, 0.33% hits; in the data active = a potency from the dose series; inconclusive = inhibition mostly from about 25% at the one dose, without a potency; inactive = the rest, 99 in 100 with inhibition below about 19%;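 note: 0% = induced wells with vehicle and 100% = uninduced wells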
inhibitors of VEEV: inhibitors of VEEV TC-83 cytopathic effect, confirmation, Vero cells (AID 588727); Vero cells, VEEV TC-83 cytopathic effect inhibition; higher % means a stronger effect; 350,000 compounds, 0.13% hits; inhibition, % at 20 µM, or IC50 in µM where a hit was titrated; in the data active = a potency from the dose series; inconclusive = inhibition mostly from about 14% at the one dose, without a potency; inactive = the rest, 99 in 100 with inhibition below about 12%; note: strong numbers were not always called active
inhibitors of VEEV 10K pilot screen: also measured in inhibitors of VEEV; calls as there; inhibition, %; measured here: 10K pilot screen inhibition
Numbers without * were called inactive; i = inactive; ? = inconclusive; nt = no result given; & = joins results of further samples.

SMILES	H1N1 NS1A inhibition	M. tuberculosis	M. tuberculosis HTS	Salmonella PhoP GFP	inhibitors of VEEV	others
Cc1csc2c(=O)n(CCO)c(=O)[nH]c12	nt	3.8%	-7.1%	2.6%	1.3%
O=C(c1cccc(N2CCCC2=O)c1)N1CCN(c2cccc(Cl)c2)CC1	6.6%	2.5%	4.3%	-3.5%	i
O=C(CCC(=O)Nc1ccc(Br)cc1)N/N=C/c1cc([N+](=O)[O-])ccc1O	-1.1%	70.0%	6.7%	-1.9%	3.2%
O=C(Nc1cccc(S(=O)(=O)N2CCCCCC2)c1)c1cncc(Br)c1	2.4%	20.0%	-1.0%	nt	7.6%
COCCCN(C(=O)c1cc2c(s1)CCCCC2)c1c(N)n(Cc2ccccc2)c(=O)[nH]c1=O	7.7%	12.2%	5.3%	1.1%	2.9%
CC(c1ccco1)N(C(=O)c1ccc(S(=O)(=O)N2CCCCC2)cc1)c1ccccn1 (stereo unspecified)	11.4%	16.9%	-12.4%	-3.9%	0.3%
C[C@@H]1CN([C@H](C)CO)C(=O)c2cc(NS(=O)(=O)c3ccc(F)cc3)ccc2O[C@@H]1CN(C)Cc1ccc(Cl)c(Cl)c1	4.0%	47.9%	66.7%	nt	1.7%
CN1CCN(C(=O)c2cnn(-c3ccccc3)c2NC(=O)c2ccc(Br)cc2)CC1	-10.8%	26.6%	2.0%	-4.3%	0.7%
COc1ccc2c(c1)c(C(C)=O)c(C)n2-c1ccccc1	-11.7%	-21.4%	-9.8%	-2.7%	3.5%
CN(CC(=O)NNC(=O)c1cccnc1)S(=O)(=O)c1cc(Cl)ccc1Cl	0.0%	-11.7%	-4.1%	9.8%	0.7%
CCOCCn1c(SCCCc2ccccc2)nc2c1c(=O)[nH]c(=O)n2C	-15.9%	-0.7%	0.7%	4.1%	i
O=[N+]([O-])c1ccccc1/C=N\Nc1nccs1	4.3%	16.7%	8.1%	-4.3%	1.4%
CCCCCn1cnc2c(sc3nc4c(cc32)CSC(C)(C)C4)c1=O	37.7%	19.7%	7.5%	-26.1%	0.3%
Cc1nnc(Nc2ccccc2F)s1	0.5%	-26.1%	-7.5%	5.5%	3.2%
Cc1nnc(SCC(=O)Nc2cc(-c3cc(C)c(C)cc3C)nn2-c2ccccc2)s1	2.0%	71.2%	8.3%	-7.9%	0.2%
C/C(=N\N=C\c1ccccc1F)c1nnn(-c2nonc2N)c1C	-2.5%	-6.6%	5.0%	-17.4%	0.7%	inhibitors of VEEV 10K pilot screen=0.8
O=C(Nc1nc2ccccc2[nH]1)c1cc2ccccc2o1	-6.9%	34.8%	?	-0.7%	0.9%
O=C(COC(=O)C1CCN(C(=O)Nc2ccccc2)CC1)NCC(F)(F)F	-13.3%	-2.8%	-1.2%	0.5%	1.2%
CC1(C)CC(C2N3CC4(C)CN2CC(C)(C3)C4=O)CCO1 (stereo unspecified)	-6.0%	1.7%	-7.8%	-6.8%	1.1%
O=C(NC1CCCCCC1)c1ccco1	2.6%	72.7%	-3.0%	-7.8%	i
COC(=O)c1sccc1NC(=O)Cc1ccc(OC)cc1	4.5%	52.1%	-1.3%	13.2%	1.3%
CN(C(=O)CSc1nnc(Cc2cccc3ccccc23)n1N)C1CCS(=O)(=O)C1 (stereo unspecified)	10.2%	-6.2%	-3.3%	-0.5%	i
O=C(O)Cc1ccc(N=Cc2c(O)ccc3ccccc23)cc1	4.6%	19.8%	51.1%	-2.4%	2.0%
COc1ccc(OC)c(-c2csc(NC(=O)COC(=O)C3CC3)n2)c1	-4.5%	20.2%	3.8%	nt	5.4%
COc1ccc(CNc2nc(-c3ccccc3)nc3ccccc23)cc1OC	-0.6%	19.8%	2.1%	-0.2%	4.7%
(more compounds)
SMILES	H1N1 NS1A inhibition	M. tuberculosis	M. tuberculosis HTS	Salmonella PhoP GFP	inhibitors of VEEV	others
Cn1c(=O)c2c(ncn2CC(=O)N2CCN(c3ccc(F)cc3)CC2)n(C)c1=O	-0.1%	-18.4%	-0.8%	-12.8%	1.0%
CCOc1ccc(N2C(=O)CC(N(CCc3ccccc3)C(=O)/C=C/C(=O)O)C2=O)cc1 (stereo unspecified)	nt	-11.0%	-7.3%	4.2%	0.4%
Cc1ccc2cc(CN(CC3CCCO3)C(=O)C(C)C)c(=O)[nH]c2c1 (stereo unspecified)	3.1%	2.4%	-10.4%	-8.2%	3.3%
Cc1ccc(C(OC(=O)c2ccco2)C(=O)NC2CCCC2)cc1 (stereo unspecified)	-0.7%	2.4%	-4.7%	-5.5%	1.7%
Brc1ccc(-c2ccc(/C=N/Nc3nc4ccccc4[nH]3)o2)cc1	-16.7%	?	?	5.9%	0.7%
COCCNC(=O)Cn1cnc([N+](=O)[O-])n1	-8.2%	-4.8%	-3.9%	-7.8%	i
CCOC(=O)/C=C1\SCC(=O)N1Cc1nnc(-c2ccccc2Br)o1	0.1%	9.8%	-8.6%	4.6%	5.3%
NS(=O)(=O)Cc1noc2ccccc12	-1.6%&-0.2%	-5.6%	2.1%	-31.8%	1.2%
CCOc1cc(/C=N/NS(=O)(=O)c2ccc(OC)cc2)ccc1OCCN1CCOCC1	1.9%	2.8%	-6.1%	-4.4%	0.4%
COc1c(C(=O)Nc2nccs2)ccc2ccccc12	0.9%	22.5%	30.8%	-2.3%	6.7%
CC(C)(C)c1cc[n+](C2=C([O-])c3ccccc3C(=O)/C2=N\S(=O)(=O)c2cccs2)cc1	nt	48.8%	-6.1%	-6.9%	38.8%
CCN(CC)CCn1c(NC(=O)c2ccc(C(F)(F)F)cc2)nc2ccccc21	-9.1%	?	?	3.2%	0.2%
CCCCCCSc1ccc([C@H]2N[C@@](Cc3ccccc3)(C(=O)OC)[C@H]3C(=O)N(C)C(=O)[C@@H]23)cc1	-15.7%	-4.8%	0.2%	3.4%	?
COc1ccc(C/C(N)=N/OC(=O)Cc2ccc(OC)c(OC)c2)cc1	-4.3%	31.3%	-7.8%	12.6%	i
COCc1ccc(C(=O)NC2CCCc3c2cnn3-c2ccc(C)c(C)c2)o1 (stereo unspecified)	-2.3%	15.5%	2.6%	10.1%	3.1%
Cc1ccc(S(=O)(=O)N(C)CC(=O)Nc2ccccc2)cc1	-0.2%	3.6%	-17.1%	-0.1%	i
CC/C(=N\NC(=O)c1cccnc1)c1ccc2c(c1)OCCO2	3.4%	3.7%	4.0%	4.5%	i
O=C(c1cccc(NS(=O)(=O)c2cccc(C(F)(F)F)c2)c1)N1CCOCC1	3.5%	-13.2%	7.0%	0.5%	3.1%
CCCc1cc(C(=O)Nc2cc(Cl)ccc2O)no1	4.0%	?	?	9.3%	4.5%
Cc1ccccc1C(=O)N1CCN(c2ccc(NC(=O)c3cccs3)cc2)CC1	-5.8%	2.3%	-0.1%	-7.0%	7.4%
C[C@H]1CN=C(N(C)C)N1CCCCc1ccccc1	13.8%	-1.1%	-0.5%	-0.4%	i	inhibitors of VEEV 10K pilot screen=0.3
CC(C)[C@H](NC(=O)c1nn(Cc2ccccc2)c(=O)c2ccccc12)C(=O)O	2.9%	-6.2%	-2.4%	-4.2%	1.6%
O=C(Cn1cc(C(F)(F)F)cc(Cl)c1=O)NCc1ccc(Cl)cc1Cl	-3.0%	1.4%	1.4%	9.9%	i
Cc1ccc(C(=O)/C=C/C(=O)c2ccc(C)cc2)cc1	-1.5%	?	2.05µM*	-3.2%	i
Cc1c(C)c2ccc(OCC(=O)NC(Cc3c[nH]c4ccc(O)cc34)C(=O)O)c(C)c2oc1=O (stereo unspecified)	-1.2%	-2.1%	-11.3%	-7.8%	0.6%

Copied from the entries so far (7 entries):
SMILES	H1N1 NS1A inhibition	M. tuberculosis	M. tuberculosis HTS	Salmonella PhoP GFP	inhibitors of VEEV	others
Cn1c(=O)c2c(ncn2CC(=O)N2CCN(c3ccc(F)cc3)CC2)n(C)c1=O	-0.1%	-18.4%	-0.8%	-12.8%	1.0%
CCOc1ccc(N2C(=O)CC(N(CCc3ccccc3)C(=O)/C=C/C(=O)O)C2=O)cc1 (stereo unspecified)	nt	-11.0%	-7.3%	4.2%	0.4%
Cc1ccc2cc(CN(CC3CCCO3)C(=O)C(C)C)c(=O)[nH]c2c1 (stereo unspecified)	3.1%	2.4%	-10.4%	-8.2%	3.3%
Cc1ccc(C(OC(=O)c2ccco2)C(=O)NC2CCCC2)cc1 (stereo unspecified)	-0.7%	2.4%	-4.7%	-5.5%	1.7%
Brc1ccc(-c2ccc(/C=N/Nc3nc4ccccc4[nH]3)o2)cc1	-16.7%	?	?	5.9%	0.7%
COCCNC(=O)Cn1cnc([N+](=O)[O-])n1	-8.2%	-4.8%	-3.9%	-7.8%	i
CCOC(=O)/C=C1\SCC(=O)N1Cc1nnc(-c2ccccc2Br)o1	0.1%	9.8%	-8.6%	4.6%	5.3%

Next part.
SMILES	H1N1 NS1A inhibition	M. tuberculosis	M. tuberculosis HTS	Salmonella PhoP GFP	inhibitors of VEEV	others
O=C1NN(c2ccccc2)C(=O)/C1=C\c1ccccc1	-5.0%	9.6%	6.5%	6.6%	2.9%
O=C(Cn1c(=O)oc2ccccc21)Nc1cccc(Cl)c1	-12.1%	-1.0%	-2.7%	1.4%	i
CSc1nsc(SCC(=O)Nc2ccc(OC(C)=O)cc2)n1	-1.7%	?	?	-5.3%	1.0%
Cc1cc(N2CCN(c3ccccc3)CC2)nc(-c2ccccc2)n1	10.2%	5.3%	0.8%	-0.4%	0.4%
COCCn1c(SCC(=O)Nc2ccc(S(=O)(=O)N(C)C)cc2)nc2ccccc21	2.5%	0.1%	-4.3%	-10.2%	7.2%
CC1CN(C(=O)c2cccn(Cc3c(Cl)cccc3Cl)c2=O)CC(C)O1 (stereo unspecified)	-7.0%	-5.5%	2.5%	5.9%	0.3%
O=C(O)C(C(O)c1ccc([N+](=O)[O-])cc1)[n+]1ccccc1 (stereo unspecified)	1.4%	9.0%	0.1%	-1.1%	i	inhibitors of VEEV 10K pilot screen=0.3
O=C(COc1ccc(Cl)cc1Br)N1CCN(c2ncccn2)CC1	-4.0%	nt	nt	nt	13.3%
COC(=O)[C@@]1(Cc2ccccc2)[C@H]2c3cc(C(=O)N4CCCC4)n(Cc4ccsc4Br)c3C[C@H]2CN1C(=O)c1ccccc1	nt	55.4%	14.2%	1.1%	nt
Nc1ccc(Nc2ccccc2)cc1	45.3µM*	6µM*	4.2%	-1.1%	i
COc1ccc(CN(CCC(C)C)S(=O)(=O)c2ccccc2Br)cc1	-0.2%	nt	nt	nt	i
CCCn1nc(NS(=O)(=O)c2ccccc2[N+](=O)[O-])c2cc3ccccc3nc21	3.6%	69.5%	-2.6%	8.3%	5.1%
COc1ccc(N2CCN(C(=O)CCCn3c(=O)c4cccn4c4cccnc43)CC2)cc1	5.4%	-0.6%	3.7%	0.6%	13.4%
CN(C)CCCN=Cc1c(O)n(Cc2ccco2)c(=O)[nH]c1=O	-5.2%	11.2%	-10.0%	7.6%	i
CC(C)CC(CC(C)C)=NNC(=O)c1ccc(CSc2nncn2C)cc1	2.3%	7.5%	-0.6%	-11.2%	1.0%
Cc1ccc(N2C(=O)c3cccc4c(N5CCN(C)CC5)ccc(c34)C2=O)c2cccnc12	nt	47.5%	?	-71.9%	nt
CCOC(=O)C1(CCCc2ccccc2)CCN(C(=O)CCn2cnnn2)CC1	-12.9%	-4.9%	11.6%	-0.5%	0.7%
COc1ccccc1/C=N/OCC(=O)NCc1ccc2c(c1)OCO2	7.4%	11.0%	10.1%	-1.6%	0.8%
CCOC(=O)C1CCCN(C(=O)C(C)(C)Oc2ccc(Cl)cc2)C1 (stereo unspecified)	-6.0%	12.0%	9.3%	-3.0%	1.7%
CCOC(=O)Cc1csc(N/N=C/c2ccc(C(F)(F)F)cc2)n1	-6.5%	-27.2%	-6.5%	-3.5%	2.9%
O=C(CN1CCCCC1)c1ccccc1F	-10.2%	1.7%	3.1%	2.9%	1.2%
Cc1cc(C(=O)COC(=O)c2ccc(O)cc2O)c(C)n1-c1ccccc1	-2.6%	20.4%	-0.3%	nt	12.3%
COc1ccc(CN2CC(C(=O)NCCc3ccc(Cl)cc3)CC2=O)cc1 (stereo unspecified)	-2.5%	7.8%	-0.5%	-3.5%	2.4%
O=C(COC(=O)CCCOc1ccc(Cl)cc1Cl)NCc1ccccc1	-5.2%	56.4%	-3.8%	-9.7%	0.3%
COc1cc(CNCCN2CCOCC2)ccc1OCc1ccccc1Cl	-16.9%	16.1%	-1.3%	8.7%	i
CC(NC(=O)/C(=C\c1ccco1)NC(=O)c1ccco1)C(=O)O (stereo unspecified)	2.9%	-0.6%	0.4%	-3.5%	0.8%

Source: PubChem BioAssay (Southern Research Specialized Biocontainment Screening Center)
